Screening data (PubChem BioAssay)
UHRF1 MBD2 ctr: UHRF1 methylated DNA binding inhibitors, primary screen, counter-screen for MBD2 inhibitor project, biochemical, TR-FRET, human UHRF1, single concentration. UHRF1 binding to methylated oligo. 370,000 tested, 0.75% active. inhibition, % at 4.4 µM; in the data active = inhibition above about 21%;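 also: UHRF1 SRA domain binding a hemimethylated CpG hairpin DNA probe; 0% = median of test compound wells and 100% = reference inhibitor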
proKLK7 act: proKLK7 zymogen activators, primary screen, biochemical, fluorescence intensity. activation, % at 7 µM. AID 652039, 2013. purified proKLK7, EDANS-DABCYL substrate fluorescence; 100% is mature enzyme control, 0% vehicle. Kallikrein-7 (Homo sapiens), P49862. 370,000 tested, 0.9% active;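 active = activation above the mean of all tested compounds plus 3 SD, computed per campaign excluding outliers beyond control limits, cut at about 13% in these data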
Target sequence (P49862 whole entry, looked up): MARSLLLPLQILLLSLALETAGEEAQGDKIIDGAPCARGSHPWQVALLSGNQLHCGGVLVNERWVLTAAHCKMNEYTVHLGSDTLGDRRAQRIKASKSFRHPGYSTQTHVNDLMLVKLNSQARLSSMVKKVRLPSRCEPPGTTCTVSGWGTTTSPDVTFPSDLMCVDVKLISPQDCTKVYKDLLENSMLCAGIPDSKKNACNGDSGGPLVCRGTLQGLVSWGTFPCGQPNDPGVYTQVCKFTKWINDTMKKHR
ADAM17 inh: ADAM17 inhibitors, primary screen, biochemical, QFRET | 370,000 tested, 0.83% active | Disintegrin and metalloproteinase domain-containing protein 17 (Homo sapiens), P78536 | inhibition, % at 6.95 µM | AID 720648, 2013 | recombinant ADAM17, EDANS/DABCYL FRET peptide cleavage;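 active = inhibition above the mean of compounds lying between control limits plus 3 SD, set per campaign, cut at about 8.5% in these data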;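 also: 0% = DMSO-only wells as the low control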
PLCb3 inh: human PLC-beta3 inhibitors, primary screen, biochemical, fluorescence. 1-phosphatidylinositol 4,5-bisphosphate phosphodiesterase beta-3 (Homo sapiens), Q01970. Purified PLC-beta3, fluorogenic substrate. inhibition, % at 12.2 µM. 370,000 tested, 0.18% active; in the data active = inhibition above about 11%;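 also: 0% = median of compound wells on plate and 100% = full blocker control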
MBD2 inh: inhibitors of MBD2 binding to methylated DNA, primary screen, biochemical, TR-FRET, DNA-binding domain, human | Methyl-CpG-binding domain protein 2 (Homo sapiens), Q9UBB5 | MBD2 binding to methylated oligonucleotide | inhibition, % at 4.4 µM | 370,000 tested, 0.31% active | AID 686964, 2013; in the data active = inhibition above about 13%
Target sequence (Q9UBB5 whole entry, looked up, the tested form may be a part): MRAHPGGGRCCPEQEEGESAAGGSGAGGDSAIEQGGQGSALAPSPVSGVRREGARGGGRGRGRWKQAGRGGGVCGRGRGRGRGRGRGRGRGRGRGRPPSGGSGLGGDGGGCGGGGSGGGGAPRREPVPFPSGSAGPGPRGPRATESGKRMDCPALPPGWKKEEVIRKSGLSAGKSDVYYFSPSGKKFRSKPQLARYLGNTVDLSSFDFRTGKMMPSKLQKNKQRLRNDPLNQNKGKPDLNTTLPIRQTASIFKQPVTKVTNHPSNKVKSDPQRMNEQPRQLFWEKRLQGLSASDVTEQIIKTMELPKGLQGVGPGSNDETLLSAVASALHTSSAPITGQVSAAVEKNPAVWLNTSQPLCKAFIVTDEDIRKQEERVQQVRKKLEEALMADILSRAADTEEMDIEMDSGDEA
ASAP1 GAP inh: inhibitors of human ASAP1 ArfGAP activity, primary screen, biochemical, fluorescence polarization | ASAP1-stimulated ARF1 GTP hydrolysis, GDP FP detection | inhibition, % at 16.5 µM | 360,000 tested, 0.19% active | Arf-GAP with SH3 domain, ANK repeat and PH domain-containing protein 1 (Homo sapiens), …; in the data active = inhibition above about 25%;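 also: 0% = vehicle with enzyme and substrate and 100% = no enzyme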
Target sequence (Q9ULH1 325-724 limits assumed): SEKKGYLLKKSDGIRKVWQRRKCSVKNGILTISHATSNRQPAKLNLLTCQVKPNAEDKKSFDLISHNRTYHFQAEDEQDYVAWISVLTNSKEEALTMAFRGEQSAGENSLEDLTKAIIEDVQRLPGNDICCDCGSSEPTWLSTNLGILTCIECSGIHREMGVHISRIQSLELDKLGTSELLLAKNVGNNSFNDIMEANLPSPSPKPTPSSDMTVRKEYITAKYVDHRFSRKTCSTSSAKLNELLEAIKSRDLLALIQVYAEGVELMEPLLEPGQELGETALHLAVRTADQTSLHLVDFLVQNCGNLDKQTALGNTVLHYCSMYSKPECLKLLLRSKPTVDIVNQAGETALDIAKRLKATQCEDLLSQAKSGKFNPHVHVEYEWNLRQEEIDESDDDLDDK
PLCg1 inh: PLC-gamma1 enzyme inhibitors, primary screen, biochemical, fluorescence, purified enzyme; 1-phosphatidylinositol 4,5-bisphosphate phosphodiesterase gamma-1 (Homo sapiens), P19174; fluorogenic substrate; inhibition, % at 12.2 µM; 370,000 tested, 0.84% active; AID 720700, 2013; in the data active = inhibition above about 9.5%
Tn7 DDE FP: inhibitors of Tn7 peptide binding to fibrin DD(E), primary screen, biochemical, fluorescence polarization, human fibrin, Tn7 probe | Fibrinogen beta chain (Homo sapiens), P02675 | FP displacement of FITC-Tn7 peptide from fibrin DD(E); 0% = median of compound wells per plate | inhibition, % at 8.3 µM | 370,000 tested, 0.13% active | AID 720508, 2013;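 active = inhibition above the mean of compounds falling within the control limits plus 3 SD of them, cut at about 14% in these data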;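 also: 0% = plate median of compound wells and 100% = 10 µM Aha-Tn7 peptide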
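system = human fibrin DD(E) protein | quantity = DD(E) 2 µM final | medium = Tris/NaCl/CaCl2 buffer, pH 7.8 | also added = labelled Tn7 tracer, 0.1 µM | compound dosing = single point at 8.3 µM | timing = compound with protein 10 min, then 3 h after probe, room temperature | signal = FP measurement | benchmarks = Aha-Tn7 high control | repeats = one replicate per compound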
ARFGAP1 inhibitor: inhibitors of rat ARFGAP1 GAP activity, primary screen, biochemical, fluorescence polarization, GDP tracer; ADP-ribosylation factor GTPase-activating protein 1 (Rattus norvegicus), Q62848; Arfgap1-stimulated ARF1 GTP hydrolysis, GDP FP detection; inhibition, % at 16.5 µM; 360,000 tested, 0.26% active; AID 651572, 2012;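 active = inhibition above a per-plate limit, mean inhibition of low control wells plus 3 SD, cut at about 25% in these data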;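 also: 0% = DMSO wells with enzyme and 100% = wells lacking Arfgap1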
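system = rat Arfgap1 catalytic domain, aa 1-136 | technique = FP, GDP Alexa 633 tracer displaced from anti-GDP antibody, 620/688 nm | compound = one concentration, 16.5 µM, DMSO 1.26% | medium = HEPES-based buffer, pH 7.5 | timing = compound-enzyme preincubation 20 min, reaction 120 min, detection 60 min, 25 °C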
DDE Tn6 FP inh: inhibitors of Tn6 peptide binding to fibrin DD(E), primary screen, biochemical, fluorescence polarization, human fibrin, Tn6 probe | inhibition, % at 8.3 µM | Fibrinogen beta chain (Homo sapiens), P02675 | 370,000 tested, 0.21% active | Fibrin DD(E) TRITC-Tn6 fluorescence polarization displacement;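 active = inhibition above a per-campaign cutoff: mean of compounds within control limits plus 3 SD, cut at about 15% in these data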;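 also: 0% = median of all compound wells on the plate and 100% = blocking peptide control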
Starred values were filed as active, the others as inactive.

What do the screens show for `CC1CN(S(=O)(=O)N2CCOCC2)CCN1S(=O)(=O)N1CCOCC1` (stereo not given)?
UHRF1 MBD2 ctr: -1; proKLK7 act: -0.1; ADAM17 inh: -1; PLCb3 inh: 3; MBD2 inh: 6; ASAP1 GAP inh: -2; PLCg1 inh: -2; Tn7 DDE FP: -4; ARFGAP1 inhibitor: -2; DDE Tn6 FP inh: -3

Results for COc1ccccc1NC(=O)CSc1nc(=O)n(CCN2CCOCC2)c2c1CCC2 ?
UHRF1 MBD2 ctr: -1; proKLK7 act: -0.3; ADAM17 inh: -2; PLCb3 inh: -5; MBD2 inh: 2; ASAP1 GAP inh: -3; PLCg1 inh: 0; Tn7 DDE FP: -11; ARFGAP1 inhibitor: -3; DDE Tn6 FP inh: -3

Results for COc1ccc2c(c1)C(C)(CCN)C(=O)N2C (stereo not given) ?
UHRF1 MBD2 ctr: -2; proKLK7 act: 0.3; ADAM17 inh: -4; PLCb3 inh: 0; MBD2 inh: -1; ASAP1 GAP inh: -7; PLCg1 inh: 0; Tn7 DDE FP: -7; ARFGAP1 inhibitor: -8; DDE Tn6 FP inh: 3

Results for O=C(CCCc1c[nH]c2ccccc12)NCCc1c[nH]c2ccccc12 ?
UHRF1 MBD2 ctr: 2; proKLK7 act: 0.6; ADAM17 inh: 8; PLCb3 inh: -2; MBD2 inh: 3; ASAP1 GAP inh: 4; PLCg1 inh: 7; Tn7 DDE FP: 9; ARFGAP1 inhibitor: 14; DDE Tn6 FP inh: -3

How did CC(Oc1ccccc1)C(=O)Nc1nnc(S(=O)(=O)N(C)c2ccccc2)s1 (stereo not given) do in these assays?
UHRF1 MBD2 ctr: 0; proKLK7 act: 0.4; ADAM17 inh: 4; PLCb3 inh: -6; MBD2 inh: -3; ASAP1 GAP inh: 3; PLCg1 inh: 0; Tn7 DDE FP: -2; ARFGAP1 inhibitor: 8; DDE Tn6 FP inh: 0

What do the screens show for `O=C(O)CSc1nnc(-c2ccco2)o1`?
UHRF1 MBD2 ctr: -1; proKLK7 act: 0.0; ADAM17 inh: -4; PLCb3 inh: 0; MBD2 inh: 2; ASAP1 GAP inh: -9; PLCg1 inh: 1; Tn7 DDE FP: 1; ARFGAP1 inhibitor: 6; DDE Tn6 FP inh: 1

What do the screens show for `CCCOC(=O)Nc1nc(-c2ccc(C)cc2)c(C)s1`?
UHRF1 MBD2 ctr: 0; proKLK7 act: 0.0; ADAM17 inh: -1; PLCb3 inh: -5; MBD2 inh: 3; ASAP1 GAP inh: 12; PLCg1 inh: -1; Tn7 DDE FP: 3; ARFGAP1 inhibitor: 0; DDE Tn6 FP inh: -1

Results for COc1ccc(OC)c(S(=O)(=O)N2CCN(c3ncccn3)CC2)c1 ?
UHRF1 MBD2 ctr: 0; proKLK7 act: -0.1; ADAM17 inh: -6; PLCb3 inh: 0; MBD2 inh: -2; ASAP1 GAP inh: 0; PLCg1 inh: 0; Tn7 DDE FP: 4; ARFGAP1 inhibitor: 12; DDE Tn6 FP inh: 3

Results for CCC1CN(C(=O)NCc2ccccc2)c2ccccc2O1 (stereo not given) ?
UHRF1 MBD2 ctr: 2; proKLK7 act: -0.2; ADAM17 inh: 1; PLCb3 inh: -1; MBD2 inh: 1; ASAP1 GAP inh: 6; PLCg1 inh: -3; Tn7 DDE FP: 7; ARFGAP1 inhibitor: -3; DDE Tn6 FP inh: -3

What do the screens show for `O=c1c2ccccc2oc2cc(NCCCn3ccnc3)ccc12`?
UHRF1 MBD2 ctr: -5; proKLK7 act: 63*; ADAM17 inh: inactive; PLCb3 inh: inactive; MBD2 inh: 1; ASAP1 GAP inh: -11; PLCg1 inh: inactive; Tn7 DDE FP: 9; ARFGAP1 inhibitor: 12; DDE Tn6 FP inh: -8

Looked up by structure from the list above, two records:
Results for COc1ccc(OC)c(S(=O)(=O)N2CCN(c3ncccn3)CC2)c1 ?
UHRF1 MBD2 ctr: 0; proKLK7 act: -0.1; ADAM17 inh: -6; PLCb3 inh: 0; MBD2 inh: -2; ASAP1 GAP inh: 0; PLCg1 inh: 0; Tn7 DDE FP: 4; ARFGAP1 inhibitor: 12; DDE Tn6 FP inh: 3

What do the screens show for `CC1CN(S(=O)(=O)N2CCOCC2)CCN1S(=O)(=O)N1CCOCC1` (stereo not given)?
UHRF1 MBD2 ctr: -1; proKLK7 act: -0.1; ADAM17 inh: -1; PLCb3 inh: 3; MBD2 inh: 6; ASAP1 GAP inh: -2; PLCg1 inh: -2; Tn7 DDE FP: -4; ARFGAP1 inhibitor: -2; DDE Tn6 FP inh: -3

Continued.
Results for COc1ccccc1NC(=O)OC1CCC12CCCCC2 (stereo not given) ?
UHRF1 MBD2 ctr: 1; proKLK7 act: 0.4; ADAM17 inh: -3; PLCb3 inh: 0; MBD2 inh: 2; PLCg1 inh: -2; Tn7 DDE FP: 1; DDE Tn6 FP inh: -2

Results for CCCc1cc(=O)oc2cc(OCc3ccc(C(=O)O)o3)ccc12 ?
UHRF1 MBD2 ctr: 1; proKLK7 act: -1.6; ADAM17 inh: -55; PLCb3 inh: -27; MBD2 inh: 1; ASAP1 GAP inh: 18; PLCg1 inh: -13; Tn7 DDE FP: -6; ARFGAP1 inhibitor: 16; DDE Tn6 FP inh: -12

Results for O=C1NC(=O)C2(Br)Nc3ccc(Br)cc3C(=O)C2N1 (stereo not given) ?
UHRF1 MBD2 ctr: 0; proKLK7 act: 0.2; ADAM17 inh: -2; PLCb3 inh: -6; MBD2 inh: 1; ASAP1 GAP inh: -11; PLCg1 inh: -3; Tn7 DDE FP: 3; ARFGAP1 inhibitor: -4; DDE Tn6 FP inh: 2

How did O=C(c1ccc2c(c1)CCN2S(=O)(=O)c1ccccc1)N1CCN(c2ccccc2F)CC1 do in these assays?
UHRF1 MBD2 ctr: 0; proKLK7 act: -0.1; ADAM17 inh: -5; PLCb3 inh: -10; MBD2 inh: -4; ASAP1 GAP inh: 10; PLCg1 inh: 2; Tn7 DDE FP: -4; ARFGAP1 inhibitor: 3; DDE Tn6 FP inh: -3

How did Cc1ccc(CSc2ncnc3ccccc23)cc1 do in these assays?
UHRF1 MBD2 ctr: 1; proKLK7 act: 0.0; ADAM17 inh: -1; PLCb3 inh: -14; MBD2 inh: 6; ASAP1 GAP inh: 1; PLCg1 inh: -14; Tn7 DDE FP: 4; ARFGAP1 inhibitor: 25*; DDE Tn6 FP inh: 2

How did CCCC(=O)Nc1nnc(/C=C/c2ccccc2)s1 do in these assays?
UHRF1 MBD2 ctr: -2; proKLK7 act: -18; ADAM17 inh: -79; PLCb3 inh: -53; MBD2 inh: -3; ASAP1 GAP inh: 11; PLCg1 inh: -32; Tn7 DDE FP: -4; ARFGAP1 inhibitor: -7; DDE Tn6 FP inh: 3

What do the screens show for `COCC(=O)Nc1cc(C(=O)NCC(C)C)ccc1Cl`?
UHRF1 MBD2 ctr: 1; proKLK7 act: -0.3; ADAM17 inh: -3; PLCb3 inh: 2; MBD2 inh: -2; ASAP1 GAP inh: -19; PLCg1 inh: -2; Tn7 DDE FP: 3; ARFGAP1 inhibitor: -2; DDE Tn6 FP inh: 0

Results for CCOc1ccc(OCC)c(NC(=O)C2CCCN(C(=O)c3ccc(Cl)cc3)C2)c1 (stereo not given) ?
UHRF1 MBD2 ctr: 0; proKLK7 act: 0.2; ADAM17 inh: 0; PLCb3 inh: -40; MBD2 inh: -2; ASAP1 GAP inh: 1; PLCg1 inh: 1; Tn7 DDE FP: 12; ARFGAP1 inhibitor: -12; DDE Tn6 FP inh: 7

Results for O=C(c1ccccc1)C1CCN(C(=O)C2CCC(=O)N(Cc3ccccc3F)C2)CC1 (stereo not given) ?
UHRF1 MBD2 ctr: 1; proKLK7 act: 0.9; ADAM17 inh: -4; PLCb3 inh: -2; MBD2 inh: -5; ASAP1 GAP inh: -10; PLCg1 inh: 1; Tn7 DDE FP: -3; ARFGAP1 inhibitor: 8; DDE Tn6 FP inh: -4

Results for COc1ccc(C2(O)CN(c3ccc(C)cc3)C3=[N+]2CCCC3)cc1 (stereo not given) ?
UHRF1 MBD2 ctr: -2; proKLK7 act: 0.5; ADAM17 inh: -4; PLCb3 inh: -2; MBD2 inh: 2; ASAP1 GAP inh: -2; PLCg1 inh: 0; Tn7 DDE FP: -2; ARFGAP1 inhibitor: -2; DDE Tn6 FP inh: -1

Results for C=CCn1c(SCC(=O)Nc2ccc(OC)cc2)nc2c([nH]c3ccccc32)c1=O ?
UHRF1 MBD2 ctr: 0; proKLK7 act: 0.4; ADAM17 inh: 4; PLCb3 inh: 0; MBD2 inh: -6; ASAP1 GAP inh: 2; PLCg1 inh: 2; Tn7 DDE FP: 3; ARFGAP1 inhibitor: 10; DDE Tn6 FP inh: -5

Results for O=C(NC(=S)NNC(=O)c1cccs1)c1ccccc1 ?
UHRF1 MBD2 ctr: -3; proKLK7 act: 0.3; ADAM17 inh: -5; PLCb3 inh: -9; MBD2 inh: -4; ASAP1 GAP inh: 1; PLCg1 inh: 0; Tn7 DDE FP: 3; ARFGAP1 inhibitor: 9; DDE Tn6 FP inh: 7

What do the screens show for `CCCCNc1c(-c2ccc(OC)c(SC(C)CC)c2)nc2cnccn12` (stereo not given)?
UHRF1 MBD2 ctr: 0; proKLK7 act: 0.2; ADAM17 inh: 0; PLCb3 inh: 3; MBD2 inh: -3; ASAP1 GAP inh: 1; PLCg1 inh: -2; Tn7 DDE FP: 4; ARFGAP1 inhibitor: -2; DDE Tn6 FP inh: -1

What do the screens show for `COc1ccc(C(C#N)N2CCOCC2)cc1` (stereo not given)?
UHRF1 MBD2 ctr: 2; proKLK7 act: 0.1; ADAM17 inh: -8; PLCb3 inh: 6; MBD2 inh: 4; ASAP1 GAP inh: 3; PLCg1 inh: 0; Tn7 DDE FP: 13; ARFGAP1 inhibitor: -9; DDE Tn6 FP inh: 6
